Mdm2 MdmX PPI = inhibitors of human Mdm2-MdmX association, primary screen, cell-based, luminescence, split luciferase, SaOS-2, uHTS; Protein Mdm4 (Homo sapiens) + E3 ubiquitin-protein ligase Mdm2 (Homo sapiens), …; SaOS-2 split-luciferase Mdm2/MdmX complementation; inhibition, % at 8 µM; 3% of 330,000 active; AID 485346, 2010;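 active = inhibition of at least 50% at 8 µM in the primary screen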
697 NFkB inh = inhibitors of PMA/ionomycin-induced NF-kB reporter, 697 cells, primary screen, B-cell NF-kB inhibitor project, cell-based, luminescence, uHTS. 697 B-cell NF-kB luciferase reporter, 16 h. inhibition, % at 4 µM. 0.33% of 330,000 active; in the data active = inhibition above about 35%
XBP1 UPR activ = activators of adaptive XBP1 UPR arm, primary screen, cell-based, CHO-XBP1 luciferase reporter, luminescence, uHTS; IRE1-XBP1 UPR activation; percent of tunicamycin response, DMSO as zero; activation, % at 20 µM; 0.33% of 330,000 active;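 active = versus positive control, 20 µM dose yields 30% or more activation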;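 also: 100% = tunicamycin at 10 µg/mL and 0% = DMSO only wells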
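Material: IRE1-XBP1 luciferase reporter CHO line / Quantity: one thousand reporter cells per well / Buffer or medium: F12 with 10% serum / Compound: 20 µM single concentration, DMSO 1% / Times: 6 h treatment, 37 °C / Detection: Steady-Glo luciferase glow luminescence, 10 min after reagent addition / Benchmarks: tunicamycin high, DMSO low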
tim23-1 inh = growth inhibitors of tim23-1 mutant yeast, primary screen, luminescence, uHTS. S. cerevisiae tim23-1 growth, BacTiter-Glo luminescence, 24 h. inhibition, % at 20 µM. 1.3% of 330,000 active. AID 463212, 2010;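 active = growth inhibition of the mutant yeast at or above 50%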;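 also: temperature-sensitive mutant grown at 25 °C; plate controls were DMSO-treated mutant yeast for no effect and medium wells lacking yeast for full effect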
Jurkat NFkB inh = inhibitors of induced NF-kB luciferase reporter, primary screen, TCR NF-kB activation inhibitor project, cell-based, luminescence, uHTS. 0.53% of 330,000 active. Jurkat, PMA/ionomycin-induced NF-kB luciferase reporter. inhibition, % at 4 µM; in the data active = inhibition above about 50%
APJ antag = antagonists of human apelin receptor APJ, primary screen, CHO-K1 cells, beta-arrestin complementation, luminescence. 0.32% of 330,000 active. inhibition, % at 20 µM. AID 2521, 2010;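 active = inhibition above about 40% at 20 µM, limit read from the data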;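 also: cells challenged with 10 nM apelin-13 agonist together with compound; plate controls were apelin-13 plus DMSO wells for no effect and DMSO wells lacking apelin-13 for full effect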
Target sequence (P35414 whole entry, looked up): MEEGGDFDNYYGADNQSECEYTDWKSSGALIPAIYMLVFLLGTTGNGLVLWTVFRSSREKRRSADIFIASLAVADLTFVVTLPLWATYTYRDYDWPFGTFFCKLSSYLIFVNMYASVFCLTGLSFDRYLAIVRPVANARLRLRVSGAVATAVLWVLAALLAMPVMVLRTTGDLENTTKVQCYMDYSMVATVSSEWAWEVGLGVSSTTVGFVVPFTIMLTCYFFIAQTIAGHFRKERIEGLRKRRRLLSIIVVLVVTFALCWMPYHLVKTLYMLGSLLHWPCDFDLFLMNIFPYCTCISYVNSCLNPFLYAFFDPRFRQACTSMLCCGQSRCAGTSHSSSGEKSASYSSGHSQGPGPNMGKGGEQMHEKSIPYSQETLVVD
APJ ag = agonists of human apelin receptor APJ, primary screen, CHO-K1 cells, PathHunter beta-arrestin, luminescence; P35414; 0% DMSO wells, 100% apelin; activation, % at 20 µM; 0.11% of 330,000 active; AID 2520, 2010;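 active = activation more than six SD over the plate average, tested at 20 µM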;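 also: 0% = DMSO alone and 100% = apelin-13 at 10 nM; some results filed as inactive read as strong as hits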
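Assay system: engineered CHO-K1 APJ arrestin reporter cells; Amount: 1000 CHO-K1 reporter cells seeded per well; Dosing: one dose, 20 µM compound, 1% DMSO; Times: compound stimulation 90 min at 25 °C, detection 60 min; Measured by: luminescent beta-gal fragment complementation, chemiluminescent substrate; Read-out: APJ–arrestin association signal; Controls: DMSO vs Apelin-13 10 nM.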
CHOP UPR activ = activators of apoptotic CHOP UPR arm, primary screen, cell-based, CHO-CHOP luciferase reporter, luminescence, uHTS; UPR activation; percent of tunicamycin response over DMSO baseline; activation, % at 10 µM; 0.34% of 330,000 active; AID 449763, 2010;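 active = at 10 µM dose, activation of 40% or more, normalized to positive control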;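 also: 100% = tunicamycin at 10 µg/mL and 0% = DMSO alone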
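System: CHO-CHOP luciferase reporter cell line | Buffer or medium: F12 medium containing 10% fetal bovine serum | Doses: One dose, 10 µM in 0.5% DMSO | Times: 6 h compound exposure at 37 °C after overnight seeding | Signal: Luciferase luminescence | Read-out: % activation vs tunicamycin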
* marks the source's active call; other numbers are inactive results; nt = not tested or not shown.

Sample of the layout, 2 compounds:
SMILES	Mdm2 MdmX PPI	697 NFkB inh	XBP1 UPR activ	tim23-1 inh	Jurkat NFkB inh	APJ antag	APJ ag	CHOP UPR activ
Cc1nc(NCc2ccco2)c2c3c(sc2n1)CCC3	72*	-48	-1	34	1	-4	-1	-1.4
CCc1ccc2nc(N(CCN(C)C)C(=O)c3ccc4ccccc4c3)sc2c1	-16	12	-4	16	1	8	-2	-1.7

Results, from the first entry:
SMILES	Mdm2 MdmX PPI	697 NFkB inh	XBP1 UPR activ	tim23-1 inh	Jurkat NFkB inh	APJ antag	APJ ag	CHOP UPR activ
Cc1nc(NCc2ccco2)c2c3c(sc2n1)CCC3	72*	-48	-1	34	1	-4	-1	-1.4
CCc1ccc2nc(N(CCN(C)C)C(=O)c3ccc4ccccc4c3)sc2c1	-16	12	-4	16	1	8	-2	-1.7
COc1ccc([N+](=O)[O-])cc1NC(=O)c1cn(-c2ccc(C)c(C)c2)c(=O)c2ccccc12	-15	6	1	9	3	10	0	0.0
CCc1ccc(Cn2nnc(C(=O)Nc3cccc(C)c3)c2N)cc1	33	4	-2	-12	-10	9	-2	1.0
N#C/C(C(=O)Oc1ccccc1)=C1\C=CC=CN1	-19	-68	-1	-12	-65	15	-3	2.5
CCOC(=O)C1CCN(C(=O)C2CCN(S(=O)(=O)N3CCC4(CC3)OCCO4)CC2)CC1	17	19	0	6	7	18	-3	3.2
O=C(N/N=C/c1ccc[nH]1)c1ccncc1	0	2	0	22	9	-41	0	-0.6
O=C(c1ccccc1F)N(NC(=O)C(O)(c1ccccc1)c1ccccc1)c1ccccc1	26	16	-2	27	8	3	-3	-0.6
O=C(N/N=C/c1cn(-c2ccccc2)nc1-c1cc2ccccc2o1)c1ccccc1Br	-42	-120	6	-14	-138	2	-4	5.9
O=C(COc1ccc(F)cc1)N(CC1=CCS(=O)(=O)C1)c1ccccc1	16	-5	-4	6	-7	4	-4	-1.8
Cc1ccc2c(CN3CCN(CCO)CC3)cc(=O)oc2c1C	-3	2	-3	-3	-9	2	-4	-1.9
O=C(NC1CCCCCC1)c1ccc([N+](=O)[O-])s1	22	-8	0	63*	-7	-66	10	5.4
CCOc1ccc2oc(C(=O)Nc3ccc(N4CCOCC4)cc3)c(C)c2c1	-27	-18	-1	-14	7	1	9	-0.8
CC(=O)N/C(=C\c1ccccc1)C(=O)OCc1ccc(C)cc1	27	6	1	22	-9	23	-5	0.1
Cc1cc(NC(=O)c2cc(-c3ccco3)on2)no1	4	37*	0	17	-2	10	-4	1.5
CCn1ccnc1C(O)c1cccc2ccccc12 (stereo not drawn)	-30	-5	-2	-2	-9	-6	-4	-1.0
COc1ccccc1OCCC(=O)Nc1nc(C)cs1	-17	11	0	0	4	1	-4	1.8
O=C(COC(=O)C1(c2ccccc2)CC1)N1CCN(c2ccc(F)cc2)CC1	9	-16	-1	7	-15	2	-7	-2.2
CN(C(=O)COC(=O)c1ccc(S(=O)(=O)N2CCOCC2)cc1)c1ccccc1	11	11	-1	11	5	19	-2	-0.7
COc1ccc(NC(=O)C(c2ccccc2)N(C)C(=O)c2cnccn2)cc1 (stereo not drawn)	-14	25	0	6	6	6	-3	1.2
O=c1oc(-c2ccc(Br)cc2)nc2ccccc12	-62	-135	1	26	-26	17	-5	-9.1
COc1ccc(S(=O)(=O)Cc2ccccc2)cc1N	-13	9	2	7	-7	6	-5	1.5
CN(C)Cc1nc2ccccc2c(=O)n1Cc1nc(-c2cccc([N+](=O)[O-])c2)cs1	35	-2	2	17	4	-3	-1	-1.9
CCc1ccccc1S(=O)(=O)Cc1ccc(C(=O)NC(C)C)o1	-18	-26	-1	6	5	13	-2	-1.1
CCC(C)(C)NC(=O)C(c1ccco1)N(C(=O)CNC(=O)c1cccs1)c1cccnc1 (stereo not drawn)	13	6	3	14	-4	-4	0	-1.7
CCCCN(C(C)=O)c1ccc(S(=O)(=O)NC2=NCCCCC2)cc1NC(C)=O	-26	6	-2	6	12	-5	-1	0.2
O=C(NCCCn1ccnc1)C(=O)NCC1OCCN1S(=O)(=O)c1cc(F)ccc1F (stereo not drawn)	-11	2	-1	16	0	-10	-2	0.0
CCCC(C)C(=O)N(Cc1ccccc1)c1ccccn1 (stereo not drawn)	15	11	-5	13	5	7	-5	-1.5
O=C(CSc1ncn[nH]1)N1N=C2/C(=C/c3ccco3)CCCC2C1c1ccco1 (stereo not drawn)	33	-87	1	17	-57	-6	-1	0.4
CN(C)c1ccc(NC(=O)CSc2nc(N)c(C(=O)Nc3ccc(N(C)C)cc3)s2)cc1	-14	-3	2	11	-21	-2	5	3.9
CC(C)C[C@@H](C(=O)NC1CC1)N1C(=O)N2CCc3c([nH]c4ccccc34)[C@@]2(C)C1=O	-2	7	-2	13	6	3	-4	0.5
Cn1nnnc1Sc1ncnc2scc(-c3ccsc3)c12	100*	-89	-1	23	-13	-9	-1	1.1
CN(C(=O)COC(=O)COc1ccc(Cl)cc1)C1CCCCC1	13	4	-2	8	15	-30	-3	-2.0
COc1cc(CNCCO)cc(Br)c1OCc1cccs1	29	11	4	-4	23	12	-3	-0.7
CC(=O)Nc1ccc(SC[C@H](Cc2ccccc2)N2CC[C@@H](C)CCC2=O)cc1	8	4	-2	39	5	-4	-2	1.3
Cc1nn(C)c(C(=O)N2CCc3ccccc32)c1Cl	37	13	-1	17	11	5	0	-0.2

5 compounds picked at random from those above:
SMILES	Mdm2 MdmX PPI	697 NFkB inh	XBP1 UPR activ	tim23-1 inh	Jurkat NFkB inh	APJ antag	APJ ag	CHOP UPR activ
COc1cc(CNCCO)cc(Br)c1OCc1cccs1	29	11	4	-4	23	12	-3	-0.7
Cc1nn(C)c(C(=O)N2CCc3ccccc32)c1Cl	37	13	-1	17	11	5	0	-0.2
CCCC(C)C(=O)N(Cc1ccccc1)c1ccccn1 (stereo not drawn)	15	11	-5	13	5	7	-5	-1.5
O=C(NCCCn1ccnc1)C(=O)NCC1OCCN1S(=O)(=O)c1cc(F)ccc1F (stereo not drawn)	-11	2	-1	16	0	-10	-2	0.0
CCCCN(C(C)=O)c1ccc(S(=O)(=O)NC2=NCCCCC2)cc1NC(C)=O	-26	6	-2	6	12	-5	-1	0.2

Carrying on:
SMILES	Mdm2 MdmX PPI	697 NFkB inh	XBP1 UPR activ	tim23-1 inh	Jurkat NFkB inh	APJ antag	APJ ag	CHOP UPR activ
FC(F)(F)c1ccc(CN2C[C@@H]3C(c4ccccc4)C4(c5ccccc5)CC3(C4)[C@H]2c2ccccc2)cc1 (stereo partly drawn)	94*	-39	-3	25	23	-7	-1	3.1
CC1CC(C)CN(c2ncnc3c2cnn3C)C1 (stereo not drawn)	31	-2	0	7	-5	-3	2	-0.1
CC1CCCCN1S(=O)(=O)c1ccc(S(=O)(=O)N2CCN(c3ccc(F)cc3)CC2)cc1 (stereo not drawn)	28	-32	3	7	2	-17	7	-3.5
CCOc1ccc(-c2nc(C)sc2CC(=O)O)cc1	13	1	-4	3	-4	-3	1	-1.5
O=C(c1ccc2c3c(cccc13)CC2)C1CCCN(C(=O)c2cccnc2)C1 (stereo not drawn)	13	-12	-2	20	-11	13	-1	1.2
CCOc1cc(C2NN=C(c3ccccc3)S2)ccc1OCc1ccc(F)cc1 (stereo not drawn)	-81	-180	2	8	-111	5	-2	4.2
O=C(Cc1cccs1)NCc1cccc(CNC(=O)Cc2cccs2)c1	8	-7	-4	0	-7	7	0	0.1
COc1ccccc1N=C1SC(C(=O)Nc2cccc(Cl)c2Cl)C(N)=C1C(N)=O (stereo not drawn)	56*	-16	-2	15	58*	-4	-3	-0.7
CCCCn1c(N)c(N(CCOC)C(=O)CSCc2c(C)noc2C)c(=O)[nH]c1=O	28	2	-6	7	-11	5	2	0.7
COC(=O)c1c(NC(=O)CC2Nc3ccccc3NC2=O)sc(C)c1C (stereo not drawn)	-9	15	47*	11	12	-4	0	160*
COCCCN1C(=O)C(O)=C(C(=O)c2ccco2)C1c1ccc(Br)cc1 (stereo not drawn)	3	-13	4	12	2	1	-2	0.1
CCOc1ccc(NC(=O)CN2CCN(CC(=O)Nc3ccc(F)c(F)c3)CC2)cc1	-10	-7	-3	20	-7	6	-2	1.7
COc1ccc(-c2c([C@H]3[C@H]4C=CC[C@@H](C)[C@@H]4C(=O)N3Cc3ccccc3)ccc3ccccc23)cc1	69*	24	2	31	27	-26	-3	0.4
Cc1ccc(S(=O)(=O)N2CCC(C(=O)N3CCC3)CC2)cc1	25	11	-4	-4	10	7	1	1.9
CN(Cc1ccccc1)c1nc2c(c(=O)[nH]c(=O)n2C)n1CCSc1nc2ccccc2[nH]1	-18	-2	4	7	3	5	-3	1.8
CCN(CC)C(=O)C[n+]1ccc(C(N)=O)cc1	4	4	1	-1	18	14	-3	0.4
CCOC(=O)N1CCC(NC(=O)c2cnc3n(c2=O)CCS3)CC1	-27	-13	-2	1	4	18	0	-0.8
CCN(CC)S(=O)(=O)c1ccc(C)c(NC(=S)NC2CCCCC2)c1	12	-1	-2	6	-5	9	-8	0.7
CCOC(=O)c1sc(=NC(=O)c2ccc(OC(C)C)cc2)n(C)c1C	2	-26	-2	-6	-23	-10	0	-1.5
CCCCC(=O)Nc1ccc(NC(=O)c2cccnc2)cn1	10	1	-3	-1	-22	-7	2	0.0
O=C(NCc1ccco1)C(=O)NCc1ccccc1Cl	-4	18	-2	11	-9	-6	1	3.1
CC(Sc1nc2ncc(Cl)cc2[nH]1)C(=O)c1c(N)n(C)c(=O)n(C)c1=O (stereo not drawn)	34	1	0	5	1	2	5	-0.2
CSCCC(NC(=O)c1ccco1)C(=O)N(C)CC(=O)Nc1ccccc1Br (stereo not drawn)	13	6	-4	3	21	16	1	1.8
CCc1cc(=O)oc2cc(C)cc(OCC(=O)NC(Cc3c[nH]c4ccc(O)cc34)C(=O)O)c12 (stereo not drawn)	14	2	-1	17	17	-9	-6	-0.1
N#CCCN(C(=O)COC(=O)CCC(=O)c1ccc(F)cc1)c1ccccc1	7	11	0	-2	0	-14	-2	-0.4
O=C(O)c1ccc(NC(=O)c2cn(-c3ccccc3)nc2-c2ccc(Br)cc2)cc1	3	4	-4	24	11	24	-1	1.9
CCOc1c2ccc(C(=O)NCc3ccco3)cc2nn1CC	19	8	-5	7	4	-47	-2	0.7
Nc1ncnc2c1ncn2[C@@H]1O[C@H](CNCc2ccccc2OC2OC(CO)C(O)C(O)C2O)[C@@H](O)[C@H]1O (stereo partly drawn)	11	6	-4	18	nt	nt	nt	2.9
CN(C(=O)COC(=O)c1n[nH]c2ccccc12)C1CCS(=O)(=O)C1 (stereo not drawn)	0	18	3	11	-5	-8	0	-0.1
COc1ccc(CNc2ccc3c(c2)ncn3C)cc1OC	25	5	-3	7	27	7	-3	4.0
COc1cccc(C(=O)NC(=O)Nc2cc(C)[nH]n2)c1	-105	-88	0	11	-65	-17	-2	4.2
CCC(=O)N1CCN=C1SCc1ccc(Cl)cc1	-1	-23	2	11	5	5	2	-0.6
CCN1C(=O)[C@@H]2[C@@H](c3ccc(-c4ccc5c(c4)OCO5)cc3)N3CCCC[C@@]3(C(=O)OC)[C@@H]2C1=O	-11	-10	0	21	-1	-6	-7	0.8
COc1ccc(/C=N/Nc2ccccc2C(=O)O)cc1	-51	-313	-7	17	-104	19	-1	-1.5

Compound activity (PubChem)
